Pol eta inh: blocks human DNA polymerase eta activity; Q9Y253; actives 1.2% (n = 390,000); AID 588591; Potency, µM (highest dose often 114 µM), inactives show at the top dose activity change, negative = inhibition, actives largely listed as inhibitors; recombinant Pol eta, fluorescent DNA replication assay; also: % is scaled to controls: 0 for no effect and ±100 for the full control effect
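Pol eta at 10 nM preincubated with compounds 15 min at room temperature; reaction started with fluorescent substrate (50 nM final) and read kinetically at 0 and 10 min.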
Pol iota inh: DNA polymerase iota (human) inhibition. Pol iota fluorescent replication assay, 10 min. Potency, µM (top dose mostly 115 µM), inactives show at the top dose activity, negative = inhibition, usual class: inhibitors. actives 1% (n = 390,000). AID 588590
Target sequence (Q9UNA4 whole entry, looked up): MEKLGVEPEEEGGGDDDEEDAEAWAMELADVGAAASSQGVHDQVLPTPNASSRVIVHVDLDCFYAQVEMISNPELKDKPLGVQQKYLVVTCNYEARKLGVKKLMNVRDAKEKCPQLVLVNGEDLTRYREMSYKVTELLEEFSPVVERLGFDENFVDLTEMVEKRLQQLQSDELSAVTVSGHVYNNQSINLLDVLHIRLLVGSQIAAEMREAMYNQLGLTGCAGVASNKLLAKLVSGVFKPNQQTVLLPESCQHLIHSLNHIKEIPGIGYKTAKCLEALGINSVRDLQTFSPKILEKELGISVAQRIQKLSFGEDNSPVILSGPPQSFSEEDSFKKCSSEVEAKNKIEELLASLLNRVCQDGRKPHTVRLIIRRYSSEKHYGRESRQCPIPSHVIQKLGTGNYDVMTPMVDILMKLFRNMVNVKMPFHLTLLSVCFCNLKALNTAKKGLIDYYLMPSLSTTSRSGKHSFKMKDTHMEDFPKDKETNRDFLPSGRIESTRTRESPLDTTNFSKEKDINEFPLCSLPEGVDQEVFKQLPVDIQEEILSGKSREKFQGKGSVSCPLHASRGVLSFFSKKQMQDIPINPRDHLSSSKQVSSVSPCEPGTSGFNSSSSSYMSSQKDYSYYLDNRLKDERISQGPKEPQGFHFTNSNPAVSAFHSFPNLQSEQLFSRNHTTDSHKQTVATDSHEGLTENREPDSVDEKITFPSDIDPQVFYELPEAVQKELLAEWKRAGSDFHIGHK
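Fluorescent replication assay read twice, at 0 min and 10 min after adding 50 nM (final) substrate. Enzyme (10 nM) and compounds were first incubated 15 min at room temperature; enzyme-free buffer wells were negative controls.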
Pol kappa inh: DNA polymerase kappa (human) inhibition; Q9UBT6; purified Pol kappa, fluorescent DNA synthesis assay, 10 min; Potency, µM (top dose mostly 107 µM), inactives show top-dose activity, negative = inhibition, hits mostly inhibitors; actives 0.53% (n = 400,000); also: % is scaled to controls: 0 for no effect and ±100 for the full control effect
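Fluorescent qHTS in 1536-well format: enzyme (10 nM) and compound sat 15 min at room temperature before 50 nM substrate (final) was added. Signal taken at 0 and 10 min; no-enzyme buffer wells were negative controls.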
An asterisk follows results filed as active; ? = inconclusive; & = joins results of further samples; [ ] = dose if it differs, or a comment. Calls follow the shape of the dose curve; as a rule, active = well fitted inhibition curve with a large enough effect; inconclusive = small, poorly fitted or top-dose-only effect, or another doubt; inactive = no such curve, though single readings can be large or run the other way. Potency is read from the fitted curve at half-maximal effect.

SMILES	Pol eta inh	Pol iota inh	Pol kappa inh
CCCSc1nc(N)nc2c1ncn2C1OC(CO)C(O)C1O (stereo unspecified)	6.2%	13.7%	-8.0%
Clc1ccc2c(c1)C1CC2CCN1Cc1ccccc1 (stereo unspecified)	-11.1%	12.9%	-8.9%
CCOC(=O)C1=C(C)N(C)C(=O)NC1c1cccc([N+](=O)[O-])c1 (stereo unspecified)	-11.3%	14.3%	-1.5%
CC(C)CC(C(=O)OCC(=O)N1CCN(c2ccccc2)CC1)N1C(=O)c2ccccc2C1=O (stereo unspecified)	-18.4%	15.0%	-8.1%
COc1c(Cl)cc(C(=O)O)cc1Cl	-7.4%	?	20.2%
CC1(C)CC(=O)C=C(c2ccc3c(c2)OCO3)C1	-6.5%	10.5%	13.2%
Cc1c(NS(=O)(=O)c2ccc(C(=O)N(C)Cc3cccc(Cl)c3Cl)cc2)c(=O)n(-c2ccccc2)n1C	-7.9%	0.2%	-16.8%
COc1nc(-c2ccccc2)nc(-c2ccccc2)c1C	-15.0%	27.4%	-0.6%
O=C(N/N=C/c1ccccc1)c1cccc2ccccc12	-15.9%	34.0%[activator]	-6.1%
COc1ccc(NC(=O)c2ccc(NC(=O)CN3CCN(c4ccc(O)cc4)CC3)cc2)cc1	-18.0%	50.3%[activator]	-2.1%
CC(=O)C[C@H]1c2cc(C(F)(F)F)ccc2S(=O)(=O)N1c1ccccc1	-15.5%	17.1%&14.8%	3.6%&-12.8%
COc1ccc(Cl)cc1Nc1nc(NCCO)nc(N2CCCCC2)n1	-20.4%	3.9%	-2.0%
COc1ccc(N=C2C=CC(=O)O2)cc1	?	11.3%	-14.3%
CCCCC[C@H](O)/C=C/C1C(=O)C=C[C@H]1C/C=C\CCCC(=O)OC (stereo partly specified)	?	-19.3%	-2.3%
COc1ccc(Cl)cc1N=Cc1c(O)cc(C)oc1=O	-0.2%	?	-10.1%[60.1 µM]
COc1ccc(O)c(CN2CC3CCC(CC3)C2)c1	-16.5%	-10.1%	-9.2%
O=[N+]([O-])c1cc(-c2csc(NCCc3nc4cc(C(F)(F)F)ccc4n3CCCO)n2)ccc1Cl	?	12.6µM*	-0.8%
O=C(CCc1ccco1)CCc1ccco1	?	25.1µM*	?
O=[N+]([O-])c1ccc2[nH]c(=S)sc2c1	7.9%	-7.3%	-2.4%
COc1ccccc1NC(=O)/C(C#N)=C/c1cccn1C	16.1%	-3.1%	-2.2%
O=S(=O)(CC=CCS(=O)(=O)c1ccccc1)c1ccccc1	-3.2%	43.8%[activator]	-3.0%
CC(=O)c1cc2c(cc1NC(=O)c1ccc(-n3nc(C)cc3C)cc1)OCO2	-0.8%	8.3%	-1.6%
CC(C)C(Cl)=NOC(=O)Nc1ccc(F)cc1	2.2%	14.5%	-4.0%
O=C(O)C1C2OC(C(Br)C2Br)C1C(=O)O (stereo unspecified)	-11.5%	15.7%	-18.5%
CSCCC(NC(=O)/C(=C/c1ccco1)NC(=O)c1ccco1)C(=O)O (stereo unspecified)	-22.7%	?	-28.6%
CSc1nc(N)nc2c1ncn2Cc1ccccc1	-12.0%	31.6%[activator]	-4.9%
CC(=O)CC[N+](C)(C)C	-13.0%	12.0%	-7.1%
Clc1cc(Cl)cc(C2=NC(Cc3ccccc3)CO2)c1 (stereo unspecified)	-6.1%	20.4%	3.4%
CCN(C(=O)COC(=O)C(C)(C)Oc1ccc(Cl)cc1)c1c(N)n(Cc2ccccc2)c(=O)[nH]c1=O	-2.7%	13.7%	-12.9%
O=C(CC(=O)c1cccnc1)c1ccccc1	-16.0%	45.6%[activator]	3.3%
COc1ccc(Cl)cc1NC(=S)NC(=O)c1ccc2c(c1)OCO2	-16.1%	2.2%	8.7%
O=C1N[C@@H](Cc2cn(S(=O)(=O)c3ccccc3)c3ccccc23)C(=O)N[C@H]1Cc1ccccc1	-7.4%	37.4%[activator]	3.4%
C=CCOc1c(Cl)cc(Cl)cc1S(=O)(=O)NCCO	-16.2%	-6.6%	-14.1%
CC(C)NC(=O)c1onc(CSc2ccncc2)c1C(=O)NC(C)C	-12.9%	109.5%[activator]	-1.7%
Cc1cccc(C2c3c(n(C)c(=O)n(C)c3=O)N=C3c4ccccc4C(=O)C32)c1 (stereo unspecified)	-24.7%	63.1%[activator]	-7.4%
COC(=O)CCC1(C(N)=O)CCC(=O)c2ccccc21 (stereo unspecified)	-19.2%	12.8%	-13.4%
COc1ccc(OC(=O)N2C/C(=C/c3ccccc3)C(=O)/C(=C\c3ccccc3)C2)cc1	-5.1%	-27.5%	-15.6%
C#CCNC(=O)C1=C[C@@H](C)[C@H](CCCO)[C@@H](OCC)O1	4.6%	-2.5%	8.5%
CC(O)(c1cccs1)C(C(=O)O)c1ccccc1 (stereo unspecified)	?	?	-1.0%
COc1cccc(C=NNC(=S)NN=Cc2cccc(OC)c2OC)c1OC	?	-11.4%	-5.8%
CCOc1cc(C(c2c(O)nc(SC)[nH]c2=O)c2c(O)nc(SC)[nH]c2=O)ccc1O	-13.0%	?	-2.7%
CCOc1ccccc1CNn1cnnc1	-15.9%	42.1%[activator]	0.8%
CCN(CC(=O)Nc1c(F)cccc1F)C(=O)c1ccc(=O)n(C)n1	-2.6%	33.2%[activator]	1.6%
CC(=NNC(=S)N1CCN(C2CCCCCC2)CC1)c1ccccn1	-20.7%	-1.2%	-2.3%
O=C(O)CC(CC(=O)O)n1cccc1	-24.7%	11.3%	-13.5%
CCCCNc1cccc2c1S(=O)(=O)N(CCCC)CC(COCc1ccccc1)O2 (stereo unspecified)	-9.1%	-0.8%	-11.5%
Cn1ncc(=S)[nH]c1=S	-15.6%	25.0%	-2.4%
COc1cc2c(c(NC(C)=O)c1)N(C(C)=O)CCC2	-14.2%	51.8%[activator]	-5.6%
CC(Cc1ccccc1)=NNc1ccc([N+](=O)[O-])cc1[N+](=O)[O-]	-7.6%	26.7%	4.9%
CCOC(=O)C1=C(C)N=c2s/c(=C\c3ccc(C(=O)O)cc3)c(=O)n2C1c1ccc(OC)cc1OC (stereo unspecified)	-22.1%	25.1%	9.4%
O=C1C2C3C=CC(O3)C2C(=O)N1N=Cc1cccc2ccccc12 (stereo unspecified)	-18.6%	10.3%	-18.8%
CCCc1ccc(Oc2cc(N3CCOCC3)nc(-c3ccccc3)n2)cc1	-14.2%	-1.4%	-9.4%
CN(C(=O)c1cccc(NC(=O)Cc2cccc(NC(=O)C3CCCN(C(=O)C4CC4)C3)c2)c1)C1CC1 (stereo unspecified)	-0.4%	5.7%	-13.6%
CC1=C(C(=O)OCC2CCCCC2)C(c2ccccc2F)NC(=O)N1 (stereo unspecified)	-13.0%	143.4%[activator]	-8.0%
CCOC(=O)C1(Cc2ccccc2C#N)CCCCC1=O (stereo unspecified)	-6.7%	31.8%[activator]	-13.7%
COc1cc(C(C)=O)ccc1OCc1cn(CC(=O)c2ccc(O)cc2)nn1	-19.2%	4.47µM*	-7.9%
CN(CCc1ccccc1)C(=O)c1ccc(NC(=O)Cc2ccc(NC(=O)C3CCCN(C(=O)C4CCCCC4)C3)cc2)cc1 (stereo unspecified)	-13.0%	?	-16.8%
COc1cc(C(=O)N2CCC(N3CCCCCC3)CC2)cc(OC)c1OC	-14.3%	7.0%	-4.8%
COC(=O)C1=NNC(C(=O)OC)C1c1ccccc1 (stereo unspecified)	-15.8%	25.2%	-4.4%
COc1cc(OC)cc(C(=O)NC(C(=O)NNC(=O)CN(C)S(=O)(=O)c2ccc(C)cc2)C(C)C)c1 (stereo unspecified)	-17.2%	16.9%	0.7%
Next section.
SMILES	Pol eta inh	Pol iota inh	Pol kappa inh
Cc1cc(O)c(Sc2ccc(Cl)cc2)c(=O)[nH]1	-11.8%	39.6%[activator]	6.1%
CCOC(=O)CNC(=O)C(Cc1ccccc1)NS(=O)(=O)c1ccc2c(c1)CCC(=O)N2 (stereo unspecified)	-12.9%	9.0%[58.9 µM]	-3.7%
CC(C)=CCc1c(O)ccc(C2COc3c(CC=C(C)C)c(O)cc(O)c3C2=O)c1O (stereo unspecified)	-5.6%	-2.0%	-13.9%
O=S(=O)(O)c1ccc2c(c1)C(C(Cl)(Cl)Cl)OC(C(Cl)(Cl)Cl)O2 (stereo unspecified)	8.8%	9.6%	-3.3%
COc1ccc(C)cc1NS(=O)(=O)c1ccccc1	-5.8%	14.3%	-16.4%
O=C1C2C3C=CC(C4CC34)C2C(=O)N1CCCCN1CCN(c2ccc(F)cc2)CC1 (stereo unspecified)	-20.3%	-27.2%[58.9 µM]	-10.0%
NC(N)=NN=C(c1ccc(F)cc1)c1ccc(C(F)(F)F)cc1	?	0.7%	-1.0%
O=C1NC(c2ccccc2)Cc2ccncc21 (stereo unspecified)	-5.9%	104.1%[activator]	-3.0%
C/C(=N\Nc1ccccn1)c1ccc(Br)s1	-7.9%	-0.7%	6.7%
O=C(c1ccc2c(=O)n3c(nc2c1)CCC3)N1CCN(S(=O)(=O)c2ccccc2Br)CC1	-5.5%	-0.6%	-10.5%
O=C1C=Cc2cccc3ccc(O)c1c23	-12.6%	10.6%	-6.5%
O=C1c2ccccc2S(=O)(=O)N1CCCN1C(=O)c2ccccc2S1(=O)=O	-9.1%	87.3%[activator]	-0.8%
NC(=O)C1(N2CCCCC2)CCN(C(=O)CSc2nc3ccccc3o2)CC1	2.7%	-20.3%	-10.6%
COc1cc(C2(c3ccc(O)c(OC)c3)C(=O)Nc3c(Br)cc(Br)cc32)ccc1O	-5.4%	22.0%	-8.5%
O=C(Nc1ccc([N+](=O)[O-])cc1)NN1CCCCCC1	-7.5%	46.0%[activator]	-7.1%
Cc1cc(-c2ccc3c(c2)COc2c4ccccc4nn2-3)on1	-19.8%	?	-0.2%
CC(=NNc1ccc([N+](=O)[O-])cn1)c1ccccc1	-5.0%	6.1%	-6.5%
NS(=O)(=O)c1ccc(NC(=O)c2cccc3cc4ccccc4nc23)cc1	?	15.6%	-9.1%
NC(=O)C1=C(N)c2ccccc2C1c1ccccc1 (stereo unspecified)	-21.2%	10.1%	-5.7%
COc1ccc(CCN(C)C(=O)c2ccc(S(=O)(=O)Nc3ccccc3F)cc2)cc1OC	-19.2%	17.4%	-20.1%
C#CCNC(=O)C1=C[C@@H](c2ccc(C(F)(F)F)cc2)C[C@@H](OCc2ccc(CO)cc2)O1	-17.3%	23.8%	5.6%
CC(NC(=O)c1cccs1)c1ccc(Cl)cc1 (stereo unspecified)	-1.1%	15.8%	-4.3%
CCOc1ccc(NC(=O)COc2ccc(N3CC(C(N)=O)CC3=O)cc2)cc1 (stereo unspecified)	-7.5%	24.8%	-0.4%
OCC(O)C(O)CC1SCCS1 (stereo unspecified)	-16.5%	-2.8%	-5.0%
C[C@]12CC[C@H](O)CC1=C[C@H](O)C1C2CC[C@@]2(C)C1CC[C@@]2(O)C#Cc1ccc(CN)cc1 (stereo partly specified)	-6.8%	39.9%[activator]	4.6%
O=C(NCCSc1ccccc1)c1ccccc1F	-19.0%	20.2%	2.9%
CCOc1ccccc1NC1=C(OC)C(=O)C(Nc2ccccc2OCC)=C(OC)C1=O	-4.3%	0.5%	-14.8%
CC1CCC(=NO)C(=NO)C1 (stereo unspecified)	-17.9%	105.2%[activator]	-6.2%
CN(C(=O)c1cccc(NC(=O)Cc2cccc(NC(=O)C3CCN(C(=O)C4CCC4)CC3)c2)c1)C1CC1	-8.2%	8.2%	-5.0%
O=C1CC2(CCCC2)Oc2ccc(Cl)cc21	-15.9%	-13.3%	4.6%

Among those listed so far, 10 contain fluorine.
SMILES	Pol eta inh	Pol iota inh	Pol kappa inh
CC(=O)C[C@H]1c2cc(C(F)(F)F)ccc2S(=O)(=O)N1c1ccccc1	-15.5%	17.1%&14.8%	3.6%&-12.8%
O=[N+]([O-])c1cc(-c2csc(NCCc3nc4cc(C(F)(F)F)ccc4n3CCCO)n2)ccc1Cl	?	12.6µM*	-0.8%
CC(C)C(Cl)=NOC(=O)Nc1ccc(F)cc1	2.2%	14.5%	-4.0%
CCN(CC(=O)Nc1c(F)cccc1F)C(=O)c1ccc(=O)n(C)n1	-2.6%	33.2%[activator]	1.6%
CC1=C(C(=O)OCC2CCCCC2)C(c2ccccc2F)NC(=O)N1 (stereo unspecified)	-13.0%	143.4%[activator]	-8.0%
O=C1C2C3C=CC(C4CC34)C2C(=O)N1CCCCN1CCN(c2ccc(F)cc2)CC1 (stereo unspecified)	-20.3%	-27.2%[58.9 µM]	-10.0%
NC(N)=NN=C(c1ccc(F)cc1)c1ccc(C(F)(F)F)cc1	?	0.7%	-1.0%
COc1ccc(CCN(C)C(=O)c2ccc(S(=O)(=O)Nc3ccccc3F)cc2)cc1OC	-19.2%	17.4%	-20.1%
C#CCNC(=O)C1=C[C@@H](c2ccc(C(F)(F)F)cc2)C[C@@H](OCc2ccc(CO)cc2)O1	-17.3%	23.8%	5.6%
O=C(NCCSc1ccccc1)c1ccccc1F	-19.0%	20.2%	2.9%

Some of the compounds tested; rates above refer to the full screens.
